Screening data (PubChem BioAssay)
M1AAP inhibition – P. falciparum M1AAP inhibitors, biochemical, fluorogenic H-Leu-NHMec substrate, 1536-well (AID 1445); inhibition, % at 30 µM, or IC50 in µM where a hit was titrated; actives 0.42% (n = 220,000); recombinant M1AAP, H-Leu-NHMec fluorogenic kinetic assay; higher % means a stronger effect;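 active means primary inhibition above the hit cutoff, then over 50% inhibition at one or more dose response concentrations, cut at about 23% in these data, passing the limit was not always enough; inconclusive means conflicting primary data, or primary hits not chosen for dose response; inactive means low primary inhibition, or under 50% at every dose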;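 further: plate controls were DMSO full reaction for no effect and no enzyme background for full effect; strong numbers were not always called active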
Hep lipid drop – hepatic lipid droplet formation modulation; AML12 mouse hepatocytes, oleate lipid droplets, BODIPY imaging; inhibition, % at 6.5 µM; actives 0.4% (n = 240,000); AID 1656;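 active means lipid droplet intensity inhibited by at least 50%, with more than 500 cells counted; inconclusive means wells with under 300 cells, treated as cytotoxic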
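Assay system: AML12 mouse liver cells | Compound dosing: One dose, 6.5 µM compound | Read-out basis: Droplet intensity reduction, % inhibition | Measured by: Fluorescence imaging, 20x objective, two fields per well | Schedule: Overnight treatment with compound plus oleate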
XIAP antagonists – small molecules displacing peptide from XIAP – biochemical, IAP family, fluorescence polarization (AID 1018). actives 0.007% (n = 200,000). displacement, % at 20 µM; hits with a dose series show IC50 in µM. XIAP BIR domain, fluorescence polarization peptide displacement; higher % means a stronger effect; in the data active means displacement above about 50%; further: a part of the inactive calls stands beside numbers as strong as those of hits
NOD2 inhibition – inhibition of NOD2-driven NF-kB reporter – cell-based, luminescence, uHTS, HEK293 (AID 1566). inhibition, % at 4 µM; hits with a dose series show EC50 in µM. actives 0.63% (n = 290,000). HEK293 NOD2/NF-kB luciferase reporter, luminescence; higher % means a stronger effect; further: many of its hits are not listed in these tables
Siah-1 displacement – blockers of Siah-1 interaction with plectin peptide – biochemical, fluorescence polarization, rhodamine-plectin, uHTS, primary screen (AID 1817) | Siah-1 / rhodamine-plectin peptide fluorescence polarization; higher % means a stronger effect | displacement, % at 20 µM; hits with a dose series show IC50 in µM | actives 0.02% (n = 290,000);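 active means displacement of at least 50% at 20 µM, with a fluorescence ratio check between 0.3 and a set limit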;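 further: plate controls were Siah plus tracer with DMSO for no effect and tracer alone without Siah for full effect; strong numbers were not always called active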
LYP inhibition – inhibitors of LYP phosphatase, biochemical, fluorescence intensity, uHTS (AID 1779) | recombinant LYP phosphatase, fluorescence intensity; higher % means a stronger effect | inhibition, % at 11.5 µM; hits with a dose series show IC50 in µM | actives 0.054% (n = 290,000);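 further: plate controls were vehicle with enzyme for no effect and no enzyme for full effect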
P. falciparum M17LAP – P. falciparum M17LAP inhibitors, primary screen, biochemical, fluorogenic H-Leu-NHMec substrate, 1536-well (AID 1619) | actives 0.38% (n = 220,000) | recombinant M17LAP, H-Leu-NHMec fluorogenic kinetic assay; higher % means a stronger effect | one-dose inhibition, % at 30 µM; IC50 in µM for titrated hits;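 active means compound inhibiting the enzyme by more than half at any dose during confirmatory dose-response retesting; inconclusive means strong single-dose inhibitors picked by rank but not retested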;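 further: plate controls were full reaction with DMSO carrier for no effect and no enzyme background for full effect; strong numbers were not always called active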
CSM14.1 death rescue – rescue of cells from ER stress-induced death, primary screen, 384-well, CSM14.1, thapsigargin, ATP luminescence (AID 1222); CSM14.1 thapsigargin-induced death rescue, ATP luminescence; higher % means a stronger effect; cellular ATP content (survival), % at 20 µM; hits with a dose series show EC50 in µM; 190,000 tested, under 10 active;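 active means EC50 below 50 µM in the dose-response confirmation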;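 further: death triggered by thapsigargin at about 15 µM added after 2 h compound pretreatment; cell ATP read after overnight thapsigargin exposure of roughly 18 to 22 hours; normalized against plate controls of thapsigargin alone and 5% DMSO vehicle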
AID2073 – disruptors of CaV2.2 binding to Mint1 – biochemical, HTRF (AID 2073); HTRF protein-protein interaction, Mint1-CaV2.2; higher % means a stronger effect; one-dose inhibition, % at 20 µM; IC50 in µM for titrated hits; actives 0.19% (n = 290,000); in the data active means inhibition mostly above about 51%, no sharp cut-off; inconclusive means no clear call, values can overlap the other calls; inactive means mostly below about 53%; further: some results filed as inactive read as strong as hits
Hep lipid drop cells 6.5 µM – recorded beside Hep lipid drop, whose call it bears; cell count; measured here: cell count, cytotoxicity flag;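 cells counted across two imaged fields per well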
An asterisk follows results filed as active; u = inconclusive; x = not tested or not shown. Unless noted, no stated cut-off is given here; in the data, active means inhibition above about 50%; inactive means the rest. Only part of the results is shown (hit frequency here may not be typical).

Structure | M1AAP inhibition | Hep lipid drop | Hep lipid drop cells 6.5 µM | XIAP antagonists | NOD2 inhibition | Siah-1 displacement | LYP inhibition | P. falciparum M17LAP | CSM14.1 death rescue | AID2073
Cc1[nH]c(=O)[nH]c(=O)c1NS(=O)(=O)c1ccc2c(c1)CCCC2 | 10% | 4 | 694 | -4.8% | 18% | -3% | -7% | 4% | -1.0% | 3%
CCCC1CCC(=C(C#N)C(N)=O)CC1 (stereo unspecified) | 6% | 0 | 635 | -6.9% | -5% | -2% | 5% | 4% | 1.2% | 8%
O=C(Oc1ccc(-c2nnco2)cc1)N(c1ccccc1)c1ccccc1 | 5% | 20 | 699 | -3.8% | 12% | -3% | 7% | 1% | -2.6% | 3%
COCCN(C(=O)CSc1nnc(-c2cccs2)n1N)c1c(N)n(Cc2ccccc2)c(=O)[nH]c1=O | x | -16 | 787 | x | 3% | 11% | -9% | x | x | 0%
COc1ccc(-c2nnc(SCC(=O)NC(=O)NCc3ccco3)o2)cc1 | 7% | -3 | 660 | -2.4% | 4% | 2% | 0% | 0% | x | -1%
COc1ccc(-c2cn(-c3ccccc3)c(=S)[nH]2)cc1OC | x | x | x | x | -61% | -7% | -8% | x | x | -8%
CC(C)CN(CC(C)C)C(=O)Nc1cccc([N+](=O)[O-])c1 | 5% | -10 | 716 | -7.1% | 13% | 6% | 0% | 3% | -1.3% | -6%
CCOC(=O)c1cccc(NC(=O)CN(c2ccc(C)cc2)S(=O)(=O)c2c(C)noc2C)c1 | 5% | x | x | 0.8% | 0% | 0% | -3% | 4% | -1.7% | -3%
CCCCCOc1ccc(C(=O)NC(C(=O)O)C(C)C)cc1 (stereo unspecified) | -1% | x | x | -2.2% | -8% | 2% | -7% | 47% | 0.7% | 15%
CCCNC(=O)COC(=O)c1cc(SC)ccc1Cl | 2% | -1 | 716 | -1.7% | 23% | -4% | -4% | 6% | -2.3% | 7%
Nc1cc2nc[nH]c2cc1N | 12% | 6 | 700 | -3.9% | -5% | 49% | -12% | -5% | -0.5% | 36%
Cc1ccc[n+](CC(=O)Nc2cc(C(F)(F)F)ccc2N2CCOCC2)c1 | 11% | 9 | 729 | -5.3% | 3% | 0% | -8% | 8% | -0.8% | -9%
Cc1ccc(-c2cc(-c3ccc4c(c3)OCO4)c(C#N)c(N)n2)o1 | 6% | x | x | -3.4% | 9% | 4% | -8% | 57% | -0.1% | -16%
N#Cc1nc(-c2ccccc2)oc1NCCN1CCCCC1 | 0% | -26 | 718 | -2.8% | -7% | 2% | -3% | -63% | -1.6% | 26%
Cc1ccc(C)c(-n2c(=O)c(C#N)cc3c(=O)n4ccccc4nc32)c1 | 23% | 5 | 697 | -3.4% | 10% | 1% | -55% | -9% | 1.0% | 33%
CCC(C)(C)NC(=O)CN(CC1CCCO1)C(=O)CNS(=O)(=O)c1ccccc1 (stereo unspecified) | x | -4 | 847 | x | 12% | -6% | -10% | x | x | 11%
COc1ccc(C)cc1COC(=O)c1[nH]c(C)c(C(C)=O)c1C | x | -21 | 732 | x | 19% | -2% | -10% | x | x | -6%
CC(C)OC(=O)/C(C#N)=C\c1cccnc1 | 6% | 23 | 655 | -6.4% | -4% | 5% | 0% | -16% | 0.2% | 6%
O=C(NCc1ccccc1Cl)NC(=O)c1csc([N+](=O)[O-])c1 | 7% | 6 | 683 | x | 12% | 5% | -3% | 15% | x | 12%
CC(C(=O)Nc1ccccc1C(=O)N1CCCC1)n1nnc2ccccc21 (stereo unspecified) | -4% | 1 | 641 | -1.2% | 11% | 6% | -9% | -9% | -1.5% | -2%
Cc1cnc(NC(=O)COc2ccccc2)s1 | -10% | x | x | -3.9% | -56% | 0% | -9% | -4% | -1.5% | -4%
CC1=NN(C(=O)c2csc(C(C)C)c2)C(O)(C(F)(F)F)C1 (stereo unspecified) | 3% | -21 | 664 | -6.4% | 12% | 11% | -6% | -9% | 1.3% | 1%
COC(=O)c1ccc(COC(=O)C(CCS(C)(=O)=O)N2C(=O)c3ccccc3C2=O)cc1 (stereo unspecified) | -3% | 1 | 710 | -6.4% | 2% | -3% | -10% | -4% | -1.1% | 4%
CC(C)(C)OC(=O)CN1C(=O)NC2(CCCc3ccccc32)C1=O (stereo unspecified) | x | 0 | 835 | x | 6% | 3% | -4% | x | x | 7%
COc1ccc2cc(C(=O)NCCCN3CCCC3=O)[nH]c2c1 | x | -6 | 672 | x | 9% | 6% | -5% | x | x | 8%
CCOC(=O)c1[nH]c(C)c(C(=O)NCc2ccc(C)cc2)c1C | -2% | x | x | -3.3% | -3% | -1% | -6% | -7% | -1.5% | 1%
O=C(Nc1cccc(C(=O)O)c1)/C(=C\C=C\c1ccccc1)NC(=O)c1ccccc1 | 11% | -2 | 697 | -1.3% | -3% | 10% | 3% | 9% | -0.3% | 2%
COc1ccc(S(=O)(=O)N2CCCCC2)cc1NC(=O)CSc1nccn1C | 1% | -15 | 663 | 2.3% | 26% | -5% | -7% | -3% | -0.7% | -4%
Cn1c(NCCCO)nc2c(c1=O)C1(CCCCC1)Cc1ccccc1-2 | 8% | x | x | -5.1% | -4% | -3% | -6% | -21% | -0.9% | 23%
CC(C)(C)c1cc(NC(=O)Nc2ccc(Br)cc2Cl)no1 | 1% | 1 | 677 | -6.4% | -10% | 2% | 4% | -4% | -2.1% | 0%

Whole records as entered above. Values in the order: M1AAP inhibition, Hep lipid drop, Hep lipid drop cells 6.5 µM, XIAP antagonists, NOD2 inhibition, Siah-1 displacement, LYP inhibition, P. falciparum M17LAP, CSM14.1 death rescue, AID2073
O=C(NCc1ccccc1Cl)NC(=O)c1csc([N+](=O)[O-])c1 in the list: 7%, 6, 683, x, 12%, 5%, -3%, 15%, x, 12%
CC(C)CN(CC(C)C)C(=O)Nc1cccc([N+](=O)[O-])c1 in the list: 5%, -10, 716, -7.1%, 13%, 6%, 0%, 3%, -1.3%, -6%

Arranged by molecular weight (high to low): part of the list above.
Structure | M1AAP inhibition | Hep lipid drop | Hep lipid drop cells 6.5 µM | XIAP antagonists | NOD2 inhibition | Siah-1 displacement | LYP inhibition | P. falciparum M17LAP | CSM14.1 death rescue | AID2073
CCC(C)(C)NC(=O)CN(CC1CCCO1)C(=O)CNS(=O)(=O)c1ccccc1 (stereo unspecified) | x | -4 | 847 | x | 12% | -6% | -10% | x | x | 11%
COc1ccc(S(=O)(=O)N2CCCCC2)cc1NC(=O)CSc1nccn1C | 1% | -15 | 663 | 2.3% | 26% | -5% | -7% | -3% | -0.7% | -4%
O=C(Nc1cccc(C(=O)O)c1)/C(=C\C=C\c1ccccc1)NC(=O)c1ccccc1 | 11% | -2 | 697 | -1.3% | -3% | 10% | 3% | 9% | -0.3% | 2%
Cc1ccc[n+](CC(=O)Nc2cc(C(F)(F)F)ccc2N2CCOCC2)c1 | 11% | 9 | 729 | -5.3% | 3% | 0% | -8% | 8% | -0.8% | -9%
CC(C(=O)Nc1ccccc1C(=O)N1CCCC1)n1nnc2ccccc21 (stereo unspecified) | -4% | 1 | 641 | -1.2% | 11% | 6% | -9% | -9% | -1.5% | -2%
Cn1c(NCCCO)nc2c(c1=O)C1(CCCCC1)Cc1ccccc1-2 | 8% | x | x | -5.1% | -4% | -3% | -6% | -21% | -0.9% | 23%
Cc1ccc(-c2cc(-c3ccc4c(c3)OCO4)c(C#N)c(N)n2)o1 | 6% | x | x | -3.4% | 9% | 4% | -8% | 57% | -0.1% | -16%
COc1ccc2cc(C(=O)NCCCN3CCCC3=O)[nH]c2c1 | x | -6 | 672 | x | 9% | 6% | -5% | x | x | 8%
COc1ccc(-c2cn(-c3ccccc3)c(=S)[nH]2)cc1OC | x | x | x | x | -61% | -7% | -8% | x | x | -8%
CC(C)CN(CC(C)C)C(=O)Nc1cccc([N+](=O)[O-])c1 | 5% | -10 | 716 | -7.1% | 13% | 6% | 0% | 3% | -1.3% | -6%
Cc1cnc(NC(=O)COc2ccccc2)s1 | -10% | x | x | -3.9% | -56% | 0% | -9% | -4% | -1.5% | -4%
CCCC1CCC(=C(C#N)C(N)=O)CC1 (stereo unspecified) | 6% | 0 | 635 | -6.9% | -5% | -2% | 5% | 4% | 1.2% | 8%
Nc1cc2nc[nH]c2cc1N | 12% | 6 | 700 | -3.9% | -5% | 49% | -12% | -5% | -0.5% | 36%

Further entries:
Structure | M1AAP inhibition | Hep lipid drop | Hep lipid drop cells 6.5 µM | XIAP antagonists | NOD2 inhibition | Siah-1 displacement | LYP inhibition | P. falciparum M17LAP | CSM14.1 death rescue | AID2073
O=C1CCC(=O)N1Cc1c(Cl)cccc1Cl | x | 8 | 851 | x | 16% | 5% | -9% | x | x | -8%
Cc1ccc(Nc2cc(C)nc3c(C)cccc23)cc1 | x | -2 | 832 | x | 4% | 0% | -5% | x | x | 8%
COc1ccc(OC)c(NC(=O)CC2SC(=Nc3ccccc3)N(CCc3ccccn3)C2=O)c1 (stereo unspecified) | -1% | -27 | 631 | 0.2% | -18% | -2% | 0% | -56% | -0.7% | 2%
CSCCC(=O)N1CCCC(CNC(=O)c2ccccc2Cl)C1 (stereo unspecified) | -1% | 4 | 649 | -11% | -25% | 16% | -4% | -9% | 1.3% | 3%
CC(C)Oc1ccc(CNC(=O)c2ccc3c(c2)N(C)CCS3)cc1 | x | 17 | 802 | x | 6% | -10% | -15% | x | x | u
Cc1ccc(NC(=S)N/N=C2/CCCc3c(C)cc(C)cc32)cc1 | -1% | 0 | 789 | -3.1% | 3% | -4% | -2% | 13% | -2.0% | -4%
O=C(NC1CCCCC1)C(=O)c1c(-c2ccccc2)[nH]c2ccccc12 | 6% | 13 | 700 | -4.3% | 9% | 18% | 3% | 4% | -1.0% | -2%
CC(=O)Cc1nsc(NC(=O)c2ccc(-c3ccc(Cl)c(Cl)c3)o2)n1 | 20% | 10 | 708 | -7.8% | 0% | -1% | 3% | 18% | -1.1% | 34%
CCc1ccc(N2C(=O)C3C4CCC(C4=C(C)C)C3C2=O)cc1 (stereo unspecified) | -2% | 6 | 728 | -2.8% | 11% | -6% | -7% | 12% | -1.0% | -3%
COc1cc2c(=O)n(CCC(=O)NCC3CCCO3)c(=O)n(CC(=O)Nc3ccc(C)c(C)c3)c2cc1OC (stereo unspecified) | x | 7 | 791 | x | 14% | 1% | -5% | x | x | 11%
Cc1cc(Br)cc(C)c1NC(=S)NC(=O)CC(C)C | 10% | -7 | 761 | 12% | 10% | 3% | 0% | -8% | 6.9% | -4%
CCC1CC(/C(C)=N/NC(N)=O)OC1=O (stereo unspecified) | -3% | -7 | 714 | -1.6% | 5% | 6% | -7% | -4% | -0.4% | 4%
